Compound activity as filed in PubChem.
C2C12 statin = suppressors of simvastatin-induced myotoxicity in C2C12 myotubes | actives 0.78% (n = 330,000) | AID 602340 | ATP luminescence, 48 h; scaled: DMSO 0, geranylgeraniol control 100 | rescue of ATP level, % at 7.49 µM;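 active = mean ATP rescue above about 67%, or every replicate alone reaching that limit, limit read from the data, passing the limit was not always enough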;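 note: myotubes were challenged with 10 µM simvastatin during compound exposure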
S100A4 inh HTS = inhibitors of human S100A4 binding to myosin IIA peptide; AID 652163; S100A4/TAMRA-MyoIIA peptide fluorescence polarization; P26447; actives 0.14% (n = 360,000); inhibition, % at 10.7 µM;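 active = mean inhibition of at least 70% across replicates, with every replicate also reaching that level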
Target sequence (P26447 whole entry, looked up): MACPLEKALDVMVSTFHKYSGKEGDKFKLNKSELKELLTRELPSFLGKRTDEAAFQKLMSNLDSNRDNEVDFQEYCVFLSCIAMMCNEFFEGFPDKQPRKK
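System – human S100A4 monomer protein, biochemical binding assay · Buffer or medium – Calcium-containing HEPES buffer, pH 7.2 · Timing – 5 min between mix addition and reading · Also added – TAMRA-labelled myosin IIA heavy-chain peptide probe, 5 nM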
esBAF inh = blocks esBAF chromatin remodeling in mouse ES cells; Bmi1-luciferase knock-in reporter, 24 h; 100% = twice the neutral-well signal; reporter increase, % at 12.5 µM; actives 2% (n = 350,000); AID 602393; in the data active = activation above about 40%;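 note: 0% = median of the plate's neutral control wells and 100% = double that signal; a rise in the Bmi1 reporter signal indicates esBAF inhibition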
SIRT5 block = sirtuin-5 (human) deacylase inhibition. Q9NXA8. inhibition, % at 15 µM. actives 1.1% (n = 330,000). Purified SirT5, succinyl-peptide AMC, trypsin-coupled fluorescence; in the data active = inhibition above about 15%
Target sequence (Q9NXA8 whole entry, looked up): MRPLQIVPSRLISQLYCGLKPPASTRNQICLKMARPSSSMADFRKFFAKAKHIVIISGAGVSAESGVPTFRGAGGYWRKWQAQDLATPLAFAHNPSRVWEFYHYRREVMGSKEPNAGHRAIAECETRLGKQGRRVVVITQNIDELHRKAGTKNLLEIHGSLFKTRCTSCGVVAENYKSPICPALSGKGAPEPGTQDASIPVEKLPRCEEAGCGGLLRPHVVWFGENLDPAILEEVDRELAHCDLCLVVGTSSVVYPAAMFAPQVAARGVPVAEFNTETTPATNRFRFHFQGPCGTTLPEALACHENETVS
LGR2 inh = Drosophila LGR2 receptor signaling inhibition; HEK293 LGR2, CRE-luciferase, bursicon-stimulated, 4 h; inhibition, % at 9.99 µM; actives 0.35% (n = 380,000); AID 720647;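 active = drop in luminescence signal, shown as inhibition above about 50% in the replicate tests, limit read from the data, passing the limit was not always enough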;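 note: agonist challenge used bursicon conditioned medium at about half maximal strength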
FN deposit inh = fibronectin deposition inhibition; AH1F fibroblasts, Alexa488-fibronectin deposition fluorescence, overnight; inhibition, % at 12.6 µM; actives 0.086% (n = 350,000);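 active = mean inhibition across replicates of 30% or more, regardless of how many single replicates reach that level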;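 note: positive control wells lacked labelled fibronectin entirely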
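Material: AH1F fibroblasts assembling fluorescent fibronectin matrix; amount: 10000 AH1F cells/well; medium: DMEM, 2% serum; reagent: Alexa488-fibronectin, 24 nM final in well; dosing: single compound dose, delivered by pin transfer; incubation: 1 h adhesion, overnight exposure; detection: fluorescence after three HBSS washes, excitation 485 nm, emission 525 nm; measure: fibronectin deposition inhibition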
Casp6 inh = blocks human caspase-6 cleavage activity; P55212; inhibition, % at 12.5 µM; AID 686996; actives 0.53% (n = 350,000); purified caspase-6, Z-VEID-R110 cleavage fluorescence;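 active = mean inhibition across replicates at least about 35%, with every replicate also reaching that limit, limit read from the data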;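 note: 0% = median of neutral control wells and 100% = no fluorescence left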
Target sequence (P55212 24-179 limits assumed): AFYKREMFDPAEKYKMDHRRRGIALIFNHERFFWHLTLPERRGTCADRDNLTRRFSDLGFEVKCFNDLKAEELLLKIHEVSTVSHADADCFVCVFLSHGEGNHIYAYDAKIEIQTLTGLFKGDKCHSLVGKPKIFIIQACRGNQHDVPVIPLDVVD
Target sequence (P55212 194-293 limits assumed): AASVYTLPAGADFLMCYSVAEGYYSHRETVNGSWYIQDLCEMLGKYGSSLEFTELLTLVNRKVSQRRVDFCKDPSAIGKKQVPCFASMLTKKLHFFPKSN
* = called active by the depositor; nt = no result given; & = joins results of further samples.

SMILES	C2C12 statin	S100A4 inh HTS	esBAF inh	SIRT5 block	LGR2 inh	FN deposit inh	Casp6 inh
O=c1[nH]c2ccccc2n1CCCN1CCCCC1	6.7	-4.1	-2.9	0.2	0.5	-2.8	-5.5
Cc1ccc(-c2nnc(Oc3cccc(C)c3)c3ccccc23)cc1	-9.1	nt	52.9*	nt	1.5	12.2	nt
CC(=O)N1CCN(S(=O)(=O)c2cccc(C(=O)OCc3cccc(F)c3)c2)CC1	13.6	-2.8	2.4	-4.2	7.9	-1.0	2.2
CC(NCC1COc2ccccc2O1)C(=O)NCc1ccccc1 (stereo not given)	nt	1.6	nt	-5.7	14.2	-4.5	-0.6
Cc1c(Nc2nc(-c3ccc(Cl)cc3)cs2)c(=O)n(-c2ccccc2)n1C	5.8	nt	5.9	nt	-2.4	-1.7	nt
COc1ccc(C2C(C(=O)Nc3cccnc3)=C(C)Nc3nc(-c4cccs4)nn32)cc1 (stereo not given)	48.5	nt	-7.4	nt	nt	-1.6	nt
Cc1nc([N+](=O)[O-])cn1CC(=O)Nc1ccc(F)c(Cl)c1	3.3	-10.4	0.6	-2.4	6.6	0.1	-1.8
CC1=C(C(=O)Nc2cc(C)ccn2)C(c2cnn(C)c2)C2=C(CC(c3ccccc3)CC2=O)N1 (stereo not given)	9.4	-4.6	5.4	-1.7	-8.1	0.1	-2.1
CCNC(=O)C[C@@H]1CC[C@H]2[C@H](COc3ccc(NC(=O)Nc4ccccc4C)cc3C(=O)N2C)O1	-17.2	-3.8	-1.4	-0.9	1.0	4.3	-3.6
COc1ccccc1C(NC(=O)C1CCN(CCOc2ccc(Cl)cc2Cl)CC1)c1ccccn1 (stereo not given)	-2.0	-1.4	-11.2	-2.1	-1.2	-2.5	2.3
CCCNC(=O)[C@H]1[C@H](CO)[C@H]2Cn3c(ccc(C4=CCCC4)c3=O)[C@H]2N1C(=O)C1CC1	-5.2	6.0	0.6	-7.1	-21.7	nt	-0.2
CCOc1ccc(N/C(=N/c2nc(C)cc(C)n2)NC(C)=O)cc1	-5.6	-8.5	-4.0	1.2	2.1	5.2	-0.2
CN(C)CCCN(C(=O)c1ccc(S(=O)(=O)N2CCCCCC2)cc1)c1nc2cc3c(cc2s1)OCCO3	18.3	-1.1	-0.9	0.8	30.3	-0.3	-0.7
O=C(NCN1CCN(c2ccccc2)CC1)c1cnccn1	-3.6	-3.0	-3.7	-2.5	11.9	-4.2	1.8
COCCN(CC(=O)Nc1ccccc1C(F)(F)F)C(=O)/C=C/c1cc(Cl)c2c(c1)OCO2	-4.7	-7.3	3.6	-0.7	-9.8	-5.8	-2.3
CSc1nc(=S)c2[nH]c(=S)[nH]c2[nH]1	16.9	3.1	-13.0	8.0	2.0	-1.4	8.7
CC(C)(Oc1cccc2ccccc12)C(=O)O	6.3	nt	-11.3	nt	nt	-5.1	nt
C[C@@H]1CN([C@@H](C)CO)C(=O)Cc2cc(NC(=O)Nc3ccc(F)cc3)ccc2O[C@@H]1CN(C)Cc1ccc(Oc2ccccc2)cc1	-59.1	-3.8	-4.9	0.7	2.1	nt	0.5
CN(C)C(=O)c1ccc(NC(=O)c2cc(-n3cnnc3)ccc2Cl)cc1	34.4	-5.2	-1.9	2.2	1.6	-21.1	-2.2
CO[C@@H]1CN(C)C(=O)c2cc(NC(=O)Nc3ccccc3F)ccc2OC[C@@H](C)N(Cc2ccccc2F)C[C@H]1C	-13.1	nt	9.3	nt	14.1	-9.5	nt

An excerpt from above in order of formula weight, falling:
SMILES	C2C12 statin	S100A4 inh HTS	esBAF inh	SIRT5 block	LGR2 inh	FN deposit inh	Casp6 inh
C[C@@H]1CN([C@@H](C)CO)C(=O)Cc2cc(NC(=O)Nc3ccc(F)cc3)ccc2O[C@@H]1CN(C)Cc1ccc(Oc2ccccc2)cc1	-59.1	-3.8	-4.9	0.7	2.1	nt	0.5
CO[C@@H]1CN(C)C(=O)c2cc(NC(=O)Nc3ccccc3F)ccc2OC[C@@H](C)N(Cc2ccccc2F)C[C@H]1C	-13.1	nt	9.3	nt	14.1	-9.5	nt
COCCN(CC(=O)Nc1ccccc1C(F)(F)F)C(=O)/C=C/c1cc(Cl)c2c(c1)OCO2	-4.7	-7.3	3.6	-0.7	-9.8	-5.8	-2.3
CCCNC(=O)[C@H]1[C@H](CO)[C@H]2Cn3c(ccc(C4=CCCC4)c3=O)[C@H]2N1C(=O)C1CC1	-5.2	6.0	0.6	-7.1	-21.7	nt	-0.2
CN(C)C(=O)c1ccc(NC(=O)c2cc(-n3cnnc3)ccc2Cl)cc1	34.4	-5.2	-1.9	2.2	1.6	-21.1	-2.2
CC(C)(Oc1cccc2ccccc12)C(=O)O	6.3	nt	-11.3	nt	nt	-5.1	nt

(further entries)
SMILES	C2C12 statin	S100A4 inh HTS	esBAF inh	SIRT5 block	LGR2 inh	FN deposit inh	Casp6 inh
Cc1cccc(NC(=O)CN(C)S(=O)(=O)c2ccccc2)n1	-1.1	nt	3.5	nt	-3.8	nt	nt
On1c(-c2ccccc2)nc2ncccc21	0.6	-13.2	-0.2	2.1	-3.5	3.8	-1.6
CN1C(=O)c2cc(NC(=O)C3CC3)ccc2OC[C@@H]2O[C@H](CC(=O)O)CC[C@H]21	nt	4.2	nt	-2.4	7.0	-1.0	-3.2
O=C(CN1C(=O)c2ccccc2S1(=O)=O)NCCSCc1ccco1	2.2	nt	-8.3	nt	-9.1	nt	nt
COc1ccc(C(N)=S)c(OC)c1	nt	1.0	nt	-1.0	9.5	-13.8	2.3
CC(=O)N1CCc2cc(S(=O)(=O)NCCCN3CCCCC3)ccc21	-3.0	-1.7	-4.6	0.5	14.6	0.0	-0.3
Cc1noc(C)c1NC(=O)Nc1ccc2c(c1)C(=O)N([C@H](C)CO)C[C@H](C)[C@@H](CN(C)S(=O)(=O)c1ccc(F)cc1)OCCCC[C@H](C)O2	nt	-6.3	-5.3	0.2	-6.9	nt	-0.8
O=C(O)c1ccccc1C(=O)NC1=NN(c2ccccc2)CC1	-1.5	-2.5	-5.0	0.6	-4.3	2.0	1.1
COc1ccc(CCNC2CC(=O)N(CCc3ccccc3)C2=O)cc1OC (stereo not given)	7.7	nt	6.5	nt	-2.0	-13.5	nt
CCC(=O)N1CCN=C1SCc1ccc(F)cc1	11.6	6.8	-1.6	nt	-4.4	-8.5	-0.9
Cn1c(=O)c2c(nc(CN3CCN(CCO)CC3)n2Cc2ccccc2Cl)n(C)c1=O	9.4	-1.7	6.2	1.0	-2.8	0.4	2.5
O=C1CCCN1CC(CN1CCOCC1)Sc1nnnn1-c1ccccc1 (stereo not given)	-8.0	-1.4	6.0	-2.3	10.6	-0.2&-8.2	-2.2
CC(NS(=O)(=O)OCC(Cl)(Cl)Cl)c1ccc(C(C)(C)C)cc1 (stereo not given)	6.4	-24.2	3.3	nt	25.6	6.4	2.5
COCC(=O)N(CCc1ccc(OC)c(OC)c1)Cc1cc2cc(C)ccc2nc1Cl	nt	21.1	nt	-2.0	-7.3	-9.7	-0.3
CC(C)C(=O)Nc1ccc(Oc2ccc3c(c2)C(=O)NC3=O)cc1	4.1	3.1	-3.4	1.7	2.6	5.5	33.6
CC(C)C[C@@H]1COc2cc(NCCCN3CCOCC3)ccc2S(=O)(=O)N1	nt	0.0	nt	-3.9	-6.9	7.0	-6.1
C[C@H](NC(=O)[C@@H]1[C@@H](CO)[C@@H]2Cn3c(cccc3=O)[C@@H]2N1CC1CCCC1)c1ccccc1	-10.8	nt	-1.4	-2.1	-16.7	3.5	nt
C[C@H](CO)N1C[C@H](C)[C@@H](CN(C)C(=O)Nc2ccc(C(F)(F)F)cc2)Oc2c(NC(=O)C3CCCCC3)cccc2C1=O	-24.7&-2.8	-6.0&-3.6	-1.0&-9.2	-2.8&2.9	-5.4&2.7	13.6	1.1&4.5
COC(=O)c1ccc2nc(C3CCCCC3)c(Cc3ccccc3OC)n2c1	nt	-1.4	nt	-3.0	1.4	-0.4	13.4
COc1ccc(CNC(=O)C(C)OC(=O)c2cccs2)cc1 (stereo not given)	19.3	2.1	-3.1	-1.1	19.2	-9.5	nt
CS(=O)(=O)Nc1ccc2c(c1)[C@H]1C[C@H](CC(=O)NCCc3ccccc3)O[C@H](CO)[C@H]1O2	0.6	9.3	8.7	2.9	19.0	2.1	2.0
COC(=O)N1C[C@H](OC(=S)Nc2ccc(OC)cc2OC)[C@H]2C[C@@H]1c1ccccc1O2	nt	-2.5	nt	1.0	0.1	-0.5	-2.0
NC(=S)NNC(=O)COc1ccccc1O	0.7	3.7	-7.6	-3.7	10.5	3.5	-0.8
C[C@H]1CN([C@@H](C)CO)C(=O)CCCn2cc(nn2)CO[C@H]1CN(C)C(=O)Nc1cccc(Oc2ccccn2)c1	-7.1	nt	-2.2	nt	2.1	-16.4	nt
CC(=O)N[C@H]1C[C@@H]2O[C@H](CO)CC[C@@H]2O[C@@H]1CCc1ccc(-c2ccc(F)cc2)cc1	nt	10.6	nt	-1.7	nt	nt	-0.1
CCC(=O)c1ccc(OCC(=O)NC2CCN(Cc3ccccc3)CC2)cc1	-3.6	-6.7	-4.1	-4.1	-2.5	-4.0	-6.8
COc1cccc(C2CC(c3ccccc3Cl)n3nc(N)nc3N2)c1 (stereo not given)	-6.4	nt	8.9	nt	nt	0.4	nt
COc1ccccc1-c1cnc2c(c1)C(=O)N([C@@H](C)CO)C[C@H](C)[C@@H](CN(C)C(=O)c1cccnc1)O2	2.3	4.4	-2.2	0.6	10.9	nt	-0.7
O=C(CSc1nnc(NC2CCCCC2)s1)NC1CCS(=O)(=O)C1 (stereo not given)	-1.4	nt	-4.8	nt	nt	4.0	nt
CN1c2ccc(-c3ccccc3)cc2[C@H]2[C@H](CCN2C(=O)Cc2ccccn2)[C@@H]1CO	39.4	-11.2	15.8	-6.1	-20.5	-11.3	-0.2
CC[C@@](C)(NS(=O)(=O)OCC(Cl)(Cl)Cl)c1ccccc1	2.6	-5.5	-0.1	nt	-2.8	-24.0	0.5
CCCn1nnnc1NC(=O)c1ccc(C)cc1Cl	53.0	0.3	14.3	4.3	10.5	nt	-1.8

Laid out differently: 6 of the compounds above
structure | C2C12 statin | S100A4 inh HTS | esBAF inh | SIRT5 block | LGR2 inh | FN deposit inh | Casp6 inh
COC(=O)N1C[C@H](OC(=S)Nc2ccc(OC)cc2OC)[C@H]2C[C@@H]1c1ccccc1O2 | nt | -2.5 | nt | 1.0 | 0.1 | -0.5 | -2.0
NC(=S)NNC(=O)COc1ccccc1O | 0.7 | 3.7 | -7.6 | -3.7 | 10.5 | 3.5 | -0.8
C[C@H]1CN([C@@H](C)CO)C(=O)CCCn2cc(nn2)CO[C@H]1CN(C)C(=O)Nc1cccc(Oc2ccccn2)c1 | -7.1 | nt | -2.2 | nt | 2.1 | -16.4 | nt
CC(=O)N[C@H]1C[C@@H]2O[C@H](CO)CC[C@@H]2O[C@@H]1CCc1ccc(-c2ccc(F)cc2)cc1 | nt | 10.6 | nt | -1.7 | nt | nt | -0.1
CCC(=O)c1ccc(OCC(=O)NC2CCN(Cc3ccccc3)CC2)cc1 | -3.6 | -6.7 | -4.1 | -4.1 | -2.5 | -4.0 | -6.8
COc1cccc(C2CC(c3ccccc3Cl)n3nc(N)nc3N2)c1 (stereo not given) | -6.4 | nt | 8.9 | nt | nt | 0.4 | nt

These rows are one share of the data, so the mix of outcomes need not match the whole.
